RAD54 inh – blocks human RAD54 Holliday junction branch migration | Q92698 | FAM/BHQ fluorescence | inhibition, % at 10.4 µM | 360,000 tested, 0.14% active | AID 602329;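 active means mean normalized replicate activity at least 40 and at least half of replicates scoring 40 or more; inconclusive means only one of the two criteria met; inactive means mean below 40 and under half of replicates reaching 40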;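 further: 0% = median of neutral control wells and 100% = median of positive control wells; inhibitors cause a drop in the FAM fluorescence signal; in these data hits start at about 50%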
Target sequence (Q92698 whole entry, looked up): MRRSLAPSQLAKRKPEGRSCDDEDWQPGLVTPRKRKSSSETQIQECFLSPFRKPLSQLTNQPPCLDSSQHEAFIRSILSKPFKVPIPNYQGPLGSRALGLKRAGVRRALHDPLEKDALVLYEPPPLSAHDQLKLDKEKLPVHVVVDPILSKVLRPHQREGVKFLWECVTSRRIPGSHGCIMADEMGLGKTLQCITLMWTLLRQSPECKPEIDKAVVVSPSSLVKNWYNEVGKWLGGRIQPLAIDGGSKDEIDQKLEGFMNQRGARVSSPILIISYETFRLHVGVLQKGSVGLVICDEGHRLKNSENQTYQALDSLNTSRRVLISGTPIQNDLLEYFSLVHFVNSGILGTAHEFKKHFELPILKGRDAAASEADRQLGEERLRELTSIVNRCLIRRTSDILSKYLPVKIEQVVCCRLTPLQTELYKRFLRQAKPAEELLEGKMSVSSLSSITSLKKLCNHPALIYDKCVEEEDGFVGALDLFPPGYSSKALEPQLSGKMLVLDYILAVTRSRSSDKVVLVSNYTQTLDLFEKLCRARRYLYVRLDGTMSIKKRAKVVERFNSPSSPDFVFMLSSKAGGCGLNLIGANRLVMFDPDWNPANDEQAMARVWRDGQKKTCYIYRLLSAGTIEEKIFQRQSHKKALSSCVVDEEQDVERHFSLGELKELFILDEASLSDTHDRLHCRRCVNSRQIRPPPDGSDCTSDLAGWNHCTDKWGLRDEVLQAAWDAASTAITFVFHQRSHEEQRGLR
esBAF inh – SWI/SNF esBAF complex inhibition. mouse ES cells, Bmi1-luciferase knock-in reporter, 24 h; 100% = twice the neutral-well signal. reporter increase, % at 12.5 µM. 350,000 tested, 2% active. AID 602393; in the data active means activation above about 40%; inconclusive means no clear call, values can overlap the other calls;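 further: 0% = median of the plate's neutral control wells and 100% = double that signal; a rise in the Bmi1 reporter signal indicates esBAF inhibition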
An asterisk follows results filed as active; u = inconclusive.

SMILES	RAD54 inh	esBAF inh
CCOc1cc(C2C(C#N)=C(N)OC(C)=C2C(C)=O)c(Br)c(Br)c1OC(C)C (centres undefined)	-5	3
O=S1(=O)N=C2CCCCCN2C(c2ccncc2)N1 (centres undefined)	3	-2
O=C(Cn1nnc(-c2cccs2)n1)NCCc1ccccc1	0	8
COC(=O)c1ccc(S(=O)(=O)N2CCC(c3nc4ccccc4o3)CC2)cc1	-2	1
CCn1c(SCC(=O)c2[nH]c(C)c(C(C)=O)c2C)nnc1-c1ccccc1	-8	-35
O=C(Nc1sc2c(c1C(=O)O)CCCCC2)c1cccnc1	-7	21
CCOc1ccccc1NC(=O)Cn1cnc2c(cnn2-c2ccc(C)c(C)c2)c1=O	-6	-9
COc1cc(C(=O)n2nc(C)cc2C)ccc1O	-5	-6
CNC(=O)CC(C(=O)O)c1ccc(OC(C)C)cc1 (centres undefined)	-1	-6
C=CCn1c(SCC(=O)Nc2ccc(-c3nc4ccc(C)cc4s3)cc2)nnc1-c1ccccc1	0	23
O=P(COCCO)(c1ccccc1)c1ccccc1	1	-4
COc1ccc(-c2cn3ccccc3n2)cc1OC	11	25
COc1ccc(/C=N/NC(=O)CSCC(=O)Nc2ccccc2)cc1OC	-8	6
COc1cc2nc(CN(C)CC(=O)Nc3ccc(N4CCOCC4)cc3)[nH]c(=O)c2cc1OC	3	-16
Cc1cccc(CCNS(=O)(=O)c2ccc3c(c2)CCN3C(=O)CCC(=O)O)c1	6	-3
CC(C(=O)N1CCN(C=O)CC1)N1C(=O)c2ccccc2C1=O (centres undefined)	3	-2
C=CCNC(=O)Nc1ccc(OCC)cc1	5	14
COc1ccccc1-n1cnnc1SCC(=O)Nc1nc(C)c(Cl)cc1Cl	-2	-3
CCOC(=O)c1ccc2c(c1)nc(SCC(=O)N1CCCCC1)n2CC	-4	2
O=C(c1ccccc1)N(c1ccccc1)C1C=CS(=O)(=O)C1 (centres undefined)	0	2
O=C(c1csc2c1CCCC2)N1CCN(c2ccccc2)CC1	-5	-3
Cc1cc(C(=O)CC#N)c(C)n1CC(F)(F)F	-8	-3
Clc1ccccc1-c1nn2c(Cn3cnc4ccccc43)nnc2s1	-11	-6
O=C(NC(=S)Nc1ccc(N2CCCCC2)cc1)c1cccs1	10	25
O=C(CC12CC3CC(CC(C3)C1)C2)NCO	9	10
CCSc1ccccc1C(=O)Nc1cc(C)on1	0	-13
COc1ccc(NC(C)=O)cc1NC(=O)CN1CCN(S(=O)(=O)c2ccc(C(C)C)cc2)CC1	10	-2
CCC(C)C(=O)N1CCc2cc(-c3csc(N)n3)ccc21 (centres undefined)	2	53*
O=C(C1=C[C@@H](c2coc3ccccc3c2=O)C[C@@H](OCc2ccc(CO)cc2)O1)N1CCCCCCC1	-8	17
CCOc1ccc(-c2nnc(SCc3nnc(-c4ccccc4)o3)n2-c2ccccc2F)cc1	-10	-25
COC(=O)C1=NN(c2ccccc2)C2(S1)S/C(=C\c1ccccc1)C(=O)N2c1ccccc1 (centres undefined)	11	7
Cc1ccc(NC(=O)c2cc(-c3ccco3)on2)cc1C	2	47*
Cc1cc(OC(=O)c2ccc(S(=O)(=O)N(C)C)cc2)cc(=O)o1	-10	-7
N#Cc1c(NC(=O)CSc2ncnc3c2cnn3-c2ccccc2Cl)sc2c1CCCC2	-13	2
O=C(Nc1nc2ccc(Cl)cc2s1)C1CCCO1 (centres undefined)	-2	49*
Cc1c(C#N)c2ccccc2n1CC(=O)N1CCCc2ccccc21	0	1
COc1ccc(-c2n[nH]c(=S)o2)c(OC)c1	-2	1
c1ccc(N=C(c2cccs2)N2CCOCC2)cc1	7	30
O=C(c1ncn[nH]1)N1CCN(c2nc(-c3ccccc3)cs2)CC1	-3	29
O=C(Nc1ccc(Br)cc1)c1cnccn1	-14	u
COC(=O)C1(O)CC(CC(C)C)=NN1C(=O)c1ccccc1 (centres undefined)	3	11
Cc1cc(Oc2ccccc2)nc(N2CCOCC2)n1	3	16
O=C(O)c1ccc2cccc(Cl)c2c1O	8	4
CCCCCCCN1C/C=C\C(c2ccc(OC)cc2)N(Cc2ccc(F)cc2)C(=O)[C@H]1Cc1ccccc1 (some centres undefined)	-10	-8
Cc1c(C(=O)N2CCCC2)sc(NC(=O)c2ccco2)c1C#N	2	5
COc1ccc(CCNC(=S)Nc2ccccc2C)cc1	4	16
CC(C)(CSc1nncn1/N=C/c1ccco1)NS(=O)(=O)c1ccc(Cl)cc1	-8	-1
Nc1ccc2c(c1)C(=O)N(CCCCCC(=O)O)C2	-9	-3
C/C(Cl)=C/Cn1c(SCc2ccc(Cl)cc2)nc2c1c(=O)[nH]c(=O)n2C	3	-2
Cc1cccc(-c2noc(Cc3ccc(Cl)cc3)n2)c1	9	87*
CSc1nc(NCc2ccco2)c2sc3nc(C(C)C)c4c(c3c2n1)CC(C)(C)OC4	-1	-9
COC(=O)C1=C(C)N(c2ccc(OC)c(OC)c2)C(=O)C1	-12	-8
CCc1sc2nc(SCC(=O)Nc3cc(C)on3)n(-c3cccc(OC)c3)c(=O)c2c1C	-8	3
C=CC[C@H](CC(=O)N[C@H](CO)Cc1ccccc1)C(=O)N[C@H](COC(=O)[C@@H](CC=C)Cc1ccc(F)cc1)Cc1c[nH]c2ccccc12	4	1
CC(=O)Nc1ccccc1-c1ccc(C)o1	-7	15
CCOc1ccccc1NC(=O)C(=O)/C=C(\O)c1cc(OC)ccc1OC	-9	-2
CN(C(=O)COC(=O)c1ccc(F)c(S(=O)(=O)N2CCOCC2)c1)C1CCS(=O)(=O)C1 (centres undefined)	-2	-4
O=C(Oc1ccc(N(Cc2cccs2)C2=NS(=O)(=O)c3ccccc32)cc1)c1ccco1	0	-12
COc1ccc(C2CC(c3c(-c4ccccc4)c4cc(Cl)ccc4[nH]c3=O)=NN2S(C)(=O)=O)cc1OC (centres undefined)	4	2
O=C(Nc1ccccc1C(F)(F)F)N1CCCC(O)C1 (centres undefined)	1	-8

Carrying on:
SMILES	RAD54 inh	esBAF inh
COc1cccc2c1cc1c(=O)n(CC(=O)NCc3ccccn3)nc(C)n12	-3	-2
CCOC(=O)C1C(=O)NC(N2CCOCC2)=NC1c1ccco1 (centres undefined)	8	-6
O=C(NCc1cccs1)c1nn2cccnc2c1Cl	-8	24
CCOC(=O)Cc1csc(NC(=O)c2sc3nc4c(C)cc(C)cc4cc3c2N)n1	3	14
CCc1nn2c(=O)cc(CSCC(=O)Nc3ccccc3F)nc2s1	-19	-1
COc1ccc(S(=O)(=O)N(Cc2ccccc2)Cc2nc3ccccc3c(=O)[nH]2)cc1	5	-1
C=CCN1C(=O)/C(=C\c2cccs2)C(C(=O)OC)=C1C	12	-8
CCOC(=O)C(CC)Sc1nnc2cc(C)c3ccccc3n12 (centres undefined)	0	0
CCN1CCCC1Cn1cnc2c([nH]c3ccc(Cl)cc32)c1=O (centres undefined)	2	-1
Clc1ccc(Cc2noc(-c3cccs3)n2)cc1	-1	63*
CCOC(=O)c1ccc(NC(=O)c2c(C)[nH]c(C(=O)OCC)c2C)cc1	-5	-6
C/C(=N/NC(=O)c1ccoc1C)C12CC3CC(CC(C3)C1)C2	3	57*
Cc1cccc(C)c1NC(=O)CN1C(=O)S/C(=C\c2cccn2-c2cccc(C(=O)O)c2)C1=O	-13	5
CC(=O)Nc1ccc(S(=O)(=O)N2CCN(C(=O)N3CCCCCC3)CC2)cc1	-1	-12
C=C(Cl)COc1ccc2c(C)cc(=O)oc2c1	-6	-12
C/C(=N\O)C(=O)NCc1ccccn1	-6	6
CNc1nc(C)c(C(C)=O)cc1C#N	0	14
C=CCn1c(N2C(=O)CC(Cc3ccccc3)C2=O)nc2ccccc21 (centres undefined)	8	-8
Cc1nc2sc(C(c3ccccc3)N3CC(C)OC(C)C3)c(O)n2n1 (centres undefined)	12	1
O=C(c1cnn2c(C(F)(F)F)cc(-c3ccco3)nc12)N1CCc2ccccc2C1	-4	-5
Clc1ccc(Oc2cnns2)c(Cl)c1	-3	0
O=[N+]([O-])c1cc2c(cc1/C=N\NS(=O)(=O)c1ccccc1)OCO2	-11	1
Cc1cc(=S)n(-c2ccccc2)n1C	-1	-5
Cc1ccc(-c2csc3ncn(/N=C/N(C)C)c(=O)c23)o1	14	-2
O=C(c1ccc2c(c1)OCO2)N1CCCc2ccccc21	10	29
O=C(NC(=S)/C(=C1\CCCCCN1)[N+](=O)[O-])c1ccccc1	3	-74
COc1ccc2c(COC(=O)c3n[nH]c4ccccc34)cc(=O)oc2c1	-13	46*
Cc1ccc(C)n1-c1ccncc1	-3	-8
CCOC(=O)c1c(C)nc2c(c1-c1ccccc1)C(=O)CCC2	5	7
CCn1c(CNC(=O)COc2ccc(C(C)C)cc2)nnc1SCC(=O)Nc1ccccc1C(C)C	1	-10
CCOC(=O)CSc1nnc(CNC(=O)c2cccc(C)c2)n1-c1ccccc1OC	-6	-7
CCOC(=O)C1CCCN(C(=O)Cn2sc3nc(C)cc(C)c3c2=O)C1 (centres undefined)	-8	-4
O=c1oc2ccccc2c2c1nc(C(F)(F)F)n2-c1ccccc1	-6	-5
COc1ccc(-c2sc3ccc(OC)cc3c2-c2ccc(OCCN3CCOCC3)cc2)cc1	1	-7
O=C1c2ccccc2CN1CCNS(=O)(=O)c1ccc2ccccc2c1	7	7
Cc1cc(OCC(=O)N2CCOCC2)c(C(C)C)cc1Cl	3	-1
COc1ccc2c(C)cc(N3CCOCC3)nc2c1	0	27
COC(=O)C1=C(C)N(Cc2ccccc2)C(=NCc2cccc(Cl)c2)N[C@H]1c1ccccc1	-8	-1
CCC1SC(N)=NC1=O (centres undefined)	-5	17
CC1(C)CC(=O)C(C2C3=C(CC(C)(C)CC3=O)Oc3ccccc32)=C(O)C1 (centres undefined)	-1	4
CCN(CC)CCCn1c(=S)[nH]c2ccc(Cl)cc2c1=O	7	-1
COc1cc(Cc2nc3ccc(S(=O)(=O)N4CCOCC4)cc3[nH]2)cc(OC)c1OC	-8	-1
O=C1CCc2nc3ccccc3c(=O)n2N1	-15	-6

Entries of single compounds, looked up by structure. Screens in order: RAD54 inh	esBAF inh
`CCC1SC(N)=NC1=O` (centres undefined) reads -5	17
`O=C1CCc2nc3ccccc3c(=O)n2N1` reads -15	-6

Filtered by structure: the entries above with four or more nitrogen atoms.
SMILES	RAD54 inh	esBAF inh
O=S1(=O)N=C2CCCCCN2C(c2ccncc2)N1 (centres undefined)	3	-2
O=C(Cn1nnc(-c2cccs2)n1)NCCc1ccccc1	0	8
CCn1c(SCC(=O)c2[nH]c(C)c(C(C)=O)c2C)nnc1-c1ccccc1	-8	-35
CCOc1ccccc1NC(=O)Cn1cnc2c(cnn2-c2ccc(C)c(C)c2)c1=O	-6	-9
C=CCn1c(SCC(=O)Nc2ccc(-c3nc4ccc(C)cc4s3)cc2)nnc1-c1ccccc1	0	23
COc1cc2nc(CN(C)CC(=O)Nc3ccc(N4CCOCC4)cc3)[nH]c(=O)c2cc1OC	3	-16
COc1ccccc1-n1cnnc1SCC(=O)Nc1nc(C)c(Cl)cc1Cl	-2	-3
Clc1ccccc1-c1nn2c(Cn3cnc4ccccc43)nnc2s1	-11	-6
COc1ccc(NC(C)=O)cc1NC(=O)CN1CCN(S(=O)(=O)c2ccc(C(C)C)cc2)CC1	10	-2
CCOc1ccc(-c2nnc(SCc3nnc(-c4ccccc4)o3)n2-c2ccccc2F)cc1	-10	-25
N#Cc1c(NC(=O)CSc2ncnc3c2cnn3-c2ccccc2Cl)sc2c1CCCC2	-13	2
O=C(c1ncn[nH]1)N1CCN(c2nc(-c3ccccc3)cs2)CC1	-3	29
CC(C)(CSc1nncn1/N=C/c1ccco1)NS(=O)(=O)c1ccc(Cl)cc1	-8	-1
C/C(Cl)=C/Cn1c(SCc2ccc(Cl)cc2)nc2c1c(=O)[nH]c(=O)n2C	3	-2
CSc1nc(NCc2ccco2)c2sc3nc(C(C)C)c4c(c3c2n1)CC(C)(C)OC4	-1	-9
CCc1sc2nc(SCC(=O)Nc3cc(C)on3)n(-c3cccc(OC)c3)c(=O)c2c1C	-8	3
COc1cccc2c1cc1c(=O)n(CC(=O)NCc3ccccn3)nc(C)n12	-3	-2
O=C(NCc1cccs1)c1nn2cccnc2c1Cl	-8	24
CCOC(=O)Cc1csc(NC(=O)c2sc3nc4c(C)cc(C)cc4cc3c2N)n1	3	14
CCc1nn2c(=O)cc(CSCC(=O)Nc3ccccc3F)nc2s1	-19	-1
CCN1CCCC1Cn1cnc2c([nH]c3ccc(Cl)cc32)c1=O (centres undefined)	2	-1
CC(=O)Nc1ccc(S(=O)(=O)N2CCN(C(=O)N3CCCCCC3)CC2)cc1	-1	-12
Cc1nc2sc(C(c3ccccc3)N3CC(C)OC(C)C3)c(O)n2n1 (centres undefined)	12	1
O=C(c1cnn2c(C(F)(F)F)cc(-c3ccco3)nc12)N1CCc2ccccc2C1	-4	-5
Cc1ccc(-c2csc3ncn(/N=C/N(C)C)c(=O)c23)o1	14	-2
CCn1c(CNC(=O)COc2ccc(C(C)C)cc2)nnc1SCC(=O)Nc1ccccc1C(C)C	1	-10
CCOC(=O)CSc1nnc(CNC(=O)c2cccc(C)c2)n1-c1ccccc1OC	-6	-7

Source: PubChem

Some of the compounds tested; rates above refer to the full screens.
